Source: PubChem
GALR2 antag: GALR2 antagonists in receptor-expressing cells, primary screen; antagonist mode; inhibition, % at 4 µM; Galanin receptor type 2 (Homo sapiens), O43603; AID 828, 2007; actives 0.39% (n = 140,000); in the data active = inhibition above about 27%;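 note: cells stimulated with galanin 1-16 at roughly its EC80; 0% = agonist challenge control and 100% = basal control without agonist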
Target sequence (O43603 whole entry, looked up): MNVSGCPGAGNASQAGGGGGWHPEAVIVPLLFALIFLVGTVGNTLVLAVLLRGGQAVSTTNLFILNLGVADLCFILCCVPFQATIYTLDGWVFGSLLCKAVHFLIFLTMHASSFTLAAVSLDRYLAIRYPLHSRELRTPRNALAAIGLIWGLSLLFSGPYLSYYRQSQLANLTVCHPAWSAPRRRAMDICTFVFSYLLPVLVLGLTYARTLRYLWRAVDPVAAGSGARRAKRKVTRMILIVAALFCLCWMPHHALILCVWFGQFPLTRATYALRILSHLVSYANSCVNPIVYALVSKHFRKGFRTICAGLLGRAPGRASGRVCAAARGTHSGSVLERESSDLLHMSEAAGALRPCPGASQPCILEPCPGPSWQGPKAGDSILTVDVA
NPY Y2 blocker: NPY-Y2 receptor antagonists, primary screen, cell-based; Neuropeptide Y receptor type 2 (Homo sapiens), P49146; NPY-Y2 expressing cells, antagonist mode; inhibition, % at 2.7 µM; actives 0.99% (n = 140,000); AID 793, 2007; in the data active = inhibition above about 17%;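 note: 0% = vehicle with agonist challenge and 100% = reference antagonist with challenge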
Target sequence (P49146 whole entry, looked up): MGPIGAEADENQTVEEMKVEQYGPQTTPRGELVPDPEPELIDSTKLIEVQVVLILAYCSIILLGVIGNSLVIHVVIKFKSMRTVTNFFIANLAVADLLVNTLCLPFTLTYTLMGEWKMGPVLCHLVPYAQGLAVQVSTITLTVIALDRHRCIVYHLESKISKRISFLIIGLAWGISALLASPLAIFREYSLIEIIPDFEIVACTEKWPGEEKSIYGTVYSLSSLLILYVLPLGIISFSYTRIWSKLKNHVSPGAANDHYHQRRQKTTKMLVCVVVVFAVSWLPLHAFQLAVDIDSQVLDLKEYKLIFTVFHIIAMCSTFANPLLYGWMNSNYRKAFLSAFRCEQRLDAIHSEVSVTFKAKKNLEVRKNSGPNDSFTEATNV
E-sel TNF inh: E-selectin induction blockers in HUVEC – imaging, immunofluorescence, high content, primary screen. HUVEC TNFa-induced E-selectin immunofluorescence. inhibition, % at 2 µM. actives 0.71% (n = 120,000);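 active = inhibition above the batch mean plus 3 SD, and confirmed as a hit on visual image review, cut at about 43% in these data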;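 note: 0% = TNF-stimulated DMSO wells and 100% = unstimulated control wells; not every result past the cut was called active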
* hit, by the source's call; x = no result given. Some of the compounds tested; count on the stated rates, not on these rows.

molecule	GALR2 antag	NPY Y2 blocker	E-sel TNF inh
COc1cc(/C=N/NC(=O)c2cn(-c3cccc(C)n3)cn2)ccc1O	x	x	-35.0
CC(=O)N1CCc2cc(S(=O)(=O)CCC(=O)NCc3ccco3)ccc21	x	x	-20.6
COc1ccc(-c2nn(-c3ccccc3)cc2/C=C/C(=O)N2CCN(c3ccccn3)CC2)cc1	x	x	-20.4
Cc1cccc(N2CC(C(=O)Nc3ccc(S(=O)(=O)N4CCOCC4)cc3)CC2=O)c1 (configuration not stated)	x	x	-11.9
COc1cc(OC)c(S(=O)(=O)Nc2ccccc2NC(=O)CN2CCOCC2)cc1NC(C)=O	x	x	-10.8
CC(=O)Nc1nc(-c2ccc3c(c2)CCN3S(C)(=O)=O)cs1	x	x	11.2
O=C(NCC1CCCO1)c1ccc(CSCc2cccc(F)c2)o1 (configuration not stated)	x	x	7.4
CN1C(=O)C(O)(c2nnc(-c3ccccc3)o2)c2ccccc21 (configuration not stated)	x	x	-4.5
CCc1noc(C)c1C(=O)N1CCCC(CCC(=O)NCc2cccc(OC)c2)C1 (configuration not stated)	x	x	14.5
O=C(NCC(=O)N(c1cccc(F)c1)C(C(=O)NC1CCCC1)c1ccco1)c1ccco1 (configuration not stated)	x	x	-15.3
Cc1cc(C)cc(C(=O)NCC(=O)OCC(=O)NCc2ccco2)c1	x	x	-3.1
COc1ccc(NC(=O)CC2C(=O)N(c3cccc(OC)c3)C(=O)N2C(C)C)cc1 (configuration not stated)	x	x	-21.1
CCCn1nnnc1NCc1cc(Br)ccc1OC	x	x	-3.1
CCc1ccc(C2=NN(CCC(=O)NC(C)CCc3ccccc3)C(=O)CC2)cc1 (configuration not stated)	x	x	3.2
O=C(NCc1ccccn1)c1ccc(Cn2c(=S)[nH]c3ccccc3c2=O)cc1	x	x	-13.8
O=C(O)/C(=C\c1ccc(Cl)c([N+](=O)[O-])c1)c1ccc(S(=O)(=O)N2CCCCC2)s1	x	x	-10.8
Cc1cc(C)c(NC(=O)CCn2nnc3ccccc32)c(C)c1	x	x	-6.9
COc1cc([N+](=O)[O-])cc2cc(C(=O)N3CCCC3)c(=O)oc12	x	x	-14.1
COc1cc(/C=C2/C(=O)NN(c3cccc(C)c3)C2=O)cc([N+](=O)[O-])c1O	x	x	17.4
COc1cc(/C=N/NC(=S)Nc2cccnc2)cc(OC)c1OC	x	x	1.8
CC(=O)Nc1cccc(NC(=O)c2cc(-c3cccnc3)nc3ccc(Cl)cc23)c1	x	x	-5.4
O=C(N/N=C/C=C/c1ccccc1)c1cccs1	x	x	2.5
COc1cc(OC)c(NS(=O)(=O)c2cc(C(=O)OCC(=O)NCC3CCCO3)ccc2OC)cc1Cl (configuration not stated)	x	x	0.3
Brc1ccccc1OCCCCCN1CCOCC1	x	x	16.3
COc1ccc2c(c1)sc(=N)n2C	x	x	35.1
COc1ccccc1NC(=O)CSc1nc2c(sc3ccccc32)c(=O)n1CCN(C)C	x	x	1.5
COc1ccccc1-n1c(CNC(=O)c2cccc([N+](=O)[O-])c2C)n[nH]c1=S	x	x	-18.6
CCOc1ccccc1NC(=O)COC(=O)/C=C/c1ccc(OC)c(OC)c1	x	x	-18.2
Cc1cccc(C)c1NC(=S)Nc1ccc(Cl)c(Cl)c1	x	x	-28.3
COCCNC(=S)N/N=C(\C)c1cccc(C(F)(F)F)c1	x	x	-0.2
COc1nsnc1N1CCOCC1	x	x	-10.9
NC(=O)c1cc([N+](=O)[O-])ccc1NCCN1C(=O)c2ccc(C(=O)O)cc2C1=O	x	x	-22.9
Cc1ccc(NC2=NCC(=O)N2C2CCCC2)cc1C	x	x	5.1
CSc1ncccc1C(=O)Nc1ccc(OC(F)(F)F)cc1	x	x	-51.2
COc1ccc2c(c1)oc(=O)c1ccccc12	x	x	-13.4
CC1CCCCC1NC(=O)CCCn1c(=S)[nH]c2ccccc2c1=O (configuration not stated)	x	x	-10.5
CC(=O)NCCC(=O)N1CCCC(C(=O)c2ccc3c4c(cccc24)CC3)C1 (configuration not stated)	x	x	-1.8
CC1=C(C(=O)Nc2ccccc2F)C(c2cccs2)C2=C(CCCC2=O)N1 (configuration not stated)	x	x	-21.0
CC1Cc2ccccc2N1C(=S)Nc1cccc(S(=O)(=O)N(C)C)c1 (configuration not stated)	x	x	-19.6
O=C(NCCCn1ccnc1)C(=O)NCC1OCCN1S(=O)(=O)c1ccccc1 (configuration not stated)	x	x	-10.5

4 entries from above, as labelled records.
> COc1ccc2c(c1)oc(=O)c1ccccc12
  GALR2 antag: x
  NPY Y2 blocker: x
  E-sel TNF inh: -13.4
> CC1CCCCC1NC(=O)CCCn1c(=S)[nH]c2ccccc2c1=O (configuration not stated)
  GALR2 antag: x
  NPY Y2 blocker: x
  E-sel TNF inh: -10.5
> CC(=O)NCCC(=O)N1CCCC(C(=O)c2ccc3c4c(cccc24)CC3)C1 (configuration not stated)
  GALR2 antag: x
  NPY Y2 blocker: x
  E-sel TNF inh: -1.8
> CC1=C(C(=O)Nc2ccccc2F)C(c2cccs2)C2=C(CCCC2=O)N1 (configuration not stated)
  GALR2 antag: x
  NPY Y2 blocker: x
  E-sel TNF inh: -21.0

Continuation.
molecule	GALR2 antag	NPY Y2 blocker	E-sel TNF inh
COc1cccc(C(=O)C2CCCN(C(=O)c3cccc(C#CC(C)(C)O)c3)C2)c1 (configuration not stated)	x	x	-34.5
COc1ccc(NC(=O)N2CCCC2C(=O)NCc2ccc(C)cc2)cc1 (configuration not stated)	x	x	-12.9
Cc1onc(-c2c(F)cccc2Cl)c1C(=O)N1CCN(c2ncccn2)CC1	x	x	-22.0
O=C(O)CS(=O)(=O)c1ccc(C(F)(F)F)cn1	x	x	12.7
O=C(O)CCC(=O)N1CCCC1	x	x	-23.1
COc1ccc(-c2cc(C(F)(F)F)c(C#N)c(SCC(=O)O)n2)cc1	x	x	-24.9
Cc1c(C(=O)O)cnc2c([N+](=O)[O-])cnn12	x	x	17.9
Cc1ccsc1C(=O)N1CCN(S(=O)(=O)c2cccs2)CC1	x	x	-14.3
Cc1ccc(N2C(=S)SC3CS(=O)(=O)CC32)cc1 (configuration not stated)	x	x	-15.7
Cc1nn(CC(=O)N2c3ccccc3NC(=O)C2(C)C)c(C)c1[N+](=O)[O-]	x	x	-51.0
Cn1c(-c2ccccc2)c[n+]2c1CCCCC2	x	x	3.2
O=c1ccc(C(F)(F)F)cn1Cc1cc(=O)n2cc(Br)ccc2n1	x	x	-28.1
COc1ccc(CNCC(O)(c2ccc(F)cc2)c2ccc(F)cc2)cc1	x	x	9.8
Cc1c(NN=C(C#N)C#N)c(=O)n(-c2ccccc2)n1C	x	x	4.1
COCCn1c(N)c(N(Cc2ccccc2)C(=O)c2ccc(C#N)cc2)c(=O)[nH]c1=O	x	x	12.7
COC(=O)C1=C(C)NC(=O)/C1=C\c1cc(C)n(-c2ccccc2)c1C	x	x	10.8
O=C(C1CCCCN1S(=O)(=O)c1ccccc1[N+](=O)[O-])N1CCCCC1 (configuration not stated)	x	x	13.2
Cc1cc(-c2ccccc2)[nH]c(=O)c1C#N	x	x	30.4
CC(C)n1c(NCCO)nc2ccccc21	x	x	18.6
O=C(Nc1ccc(S(=O)(=O)NC2=NCCCCC2)cc1)c1ccc(=O)[nH]c1	x	x	-14.5
CCOc1ccccc1N1CCN(CC(=O)Nc2cc(C)on2)CC1	x	x	-4.2
CN1CCN(C(=O)Nc2ccccc2)CC1	x	x	-0.7
Nc1cccn2c(-c3ccc(Cl)c(Cl)c3)cnc12	x	x	-4.6
CC(C)(C)C(=O)/C(=C/c1ccncc1)n1cncn1	x	x	10.3
C=CCn1c(SC)nnc1C1COc2ccccc2O1 (configuration not stated)	x	x	6.8
Cc1ccccc1N(C(=O)c1csnn1)C(C(=O)NC(C)(C)C)c1cccs1 (configuration not stated)	x	x	14.7
O=C(NCc1ccccc1Cl)C1CCN(c2cnccn2)CC1	x	x	-13.7
O=C(Nc1ccc2c(c1)CCC2)c1cnc(Cl)c(Cl)c1	x	x	-21.7
CCOc1ccc(C(=O)Nc2ccc3c(c2)OCCO3)cc1[N+](=O)[O-]	x	x	2.0
COC(=O)CCN1CCN(S(=O)(=O)c2ccccc2Br)CC1	x	x	29.4
C/C(N)=C(/C#N)C(=O)CSc1nncn1-c1ccccc1	x	x	-20.2
Cc1ccc2nc(C)cc(Nc3ccc([N+](=O)[O-])cc3)c2c1	x	x	13.1
O=C(NCCc1ccccc1)C(=O)NCC(c1ccco1)N1CCOCC1 (configuration not stated)	x	x	43.3
CCC(O)c1c(-c2ccccc2)nn(C)c1Cl (configuration not stated)	x	x	5.9
COc1ccc(OC)c(NC(=O)CCc2c[nH]c3ccccc23)c1	x	x	-13.2
COc1ccc(Br)cc1/C=C\C(=O)NCc1cccnc1	x	x	5.0
COC(=O)c1cn(-c2ccc(F)cc2)c(=O)c2ccccc12	x	x	-34.3
CC1CCc2c(sc(/N=C/N(C)C)c2C#N)C1 (configuration not stated)	x	x	-6.8
COc1ccc(CCNC(=O)c2csc3c2CCCC3)cc1	x	x	15.5
CCOC(=O)/C=C1\SCC(=O)N1CC(=O)NCc1ccc(OC)c(OC)c1	x	x	-9.1
O=C(Cn1cc(C(=O)C(F)(F)F)c2cc(Br)ccc21)N1CCOCC1	x	x	61.5*
CCNC(=S)N(CCc1c(C)[nH]c2ccc(Cl)cc12)Cc1ccco1	x	x	18.1
CCOC(=O)c1nnn(-c2ccc([N+](=O)[O-])cc2[N+](=O)[O-])c1C	x	x	2.0
S=C(NCC1CCCO1)N1CCN(c2ccccc2)CC1 (configuration not stated)	x	x	10.9
O=C1CSc2ccc(C(=O)O)cc2N1	x	x	1.9
COc1ccc(C(=O)Cn2nc(CNc3ccc(Br)cc3)[n+]3c2CCCCC3)cc1	x	x	-24.8
O=C(NNC(=S)NCc1ccc(Cl)cc1)c1ccc(Br)o1	x	x	-4.3
COc1ccc(NC(=S)NCCSc2ccc(C)cc2)c(OC)c1	-7.1	2.7	x
CCOc1ccc(C2C(C(=O)NC)=C(C)Nc3nc4ccccc4n32)cc1OC (configuration not stated)	11.0	3.8	x
O=C(/C=C/c1cccs1)c1cc(F)ccc1OC(=O)N1CCOCC1	-3.7	-0.7	x
CC(C)CCNC(=S)Nc1ccc(F)cc1	1.7	0.1	x
O=C(Nc1ccc(OC(F)(F)C(F)F)c(NC(=O)c2ccc(F)cc2)c1)c1ccc(F)cc1	1.0	1.1	x
Cc1ccccc1NC(=O)CCN1CCCCCC1	-4.4	4.3	x
O=C(CCCOc1ccccc1)Nc1ccc(Br)cc1	-0.3	5.0	x
CCOC(=O)c1ccc2ncc(C(=O)OCC)c(NCCN(C)C)c2c1	-2.2	4.9	x
CN1CCc2c(C#N)c(N3CCCCC3)nc(N3CCOCC3)c2C1	-2.5	-0.1	x
O=C(/C=C/c1ccc(Cl)c([N+](=O)[O-])c1)NCc1cccnc1	6.3	1.6	x

Of the compounds above, these contain an aryl thioether with sulfur outside any ring:
molecule	GALR2 antag	NPY Y2 blocker	E-sel TNF inh
COc1ccccc1NC(=O)CSc1nc2c(sc3ccccc32)c(=O)n1CCN(C)C	x	x	1.5
CSc1ncccc1C(=O)Nc1ccc(OC(F)(F)F)cc1	x	x	-51.2
COc1ccc(-c2cc(C(F)(F)F)c(C#N)c(SCC(=O)O)n2)cc1	x	x	-24.9
C=CCn1c(SC)nnc1C1COc2ccccc2O1 (configuration not stated)	x	x	6.8
C/C(N)=C(/C#N)C(=O)CSc1nncn1-c1ccccc1	x	x	-20.2
COc1ccc(NC(=S)NCCSc2ccc(C)cc2)c(OC)c1	-7.1	2.7	x

Five compounds from above, sorted by the number in E-sel TNF inh, low to high:
molecule	GALR2 antag	NPY Y2 blocker	E-sel TNF inh
O=C(O)CCC(=O)N1CCCC1	x	x	-23.1
COc1ccc(NC(=O)N2CCCC2C(=O)NCc2ccc(C)cc2)cc1 (configuration not stated)	x	x	-12.9
COc1cc(OC)c(NS(=O)(=O)c2cc(C(=O)OCC(=O)NCC3CCCO3)ccc2OC)cc1Cl (configuration not stated)	x	x	0.3
CCc1ccc(C2=NN(CCC(=O)NC(C)CCc3ccccc3)C(=O)CC2)cc1 (configuration not stated)	x	x	3.2
O=C(C1CCCCN1S(=O)(=O)c1ccccc1[N+](=O)[O-])N1CCCCC1 (configuration not stated)	x	x	13.2
